# SRC3 inh: inhibitors of human steroid receptor coactivator 3 (SRC3). HEK293 GAL4-SRC3 luciferase reporter, luminescence. 360,000 compounds, 0.17% hits. Q9Y6Q9. inhibition, % at 3.6 µM;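 active = inhibition above a per-campaign cutoff, the mean of all compounds plus 3 SD, cut at about 60% in these data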;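 note: 0% = DMSO-treated cells and 100% = gossypol-treated cells at 36 µM; higher means less SRC3-driven luciferase light from the GAL4 reporter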
# NCOA2 inhibitor: inhibits human steroid receptor coactivator 2; HEK293 GAL4-SRC2 luciferase reporter, luminescence; inhibition, % at 9 µM; 370,000 compounds, 0.17% hits;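 active = inhibition above the mean inhibition of all tested compounds plus 3 SD, set per campaign, cut at about 52% in these data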;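 note: 0% = DMSO treated cells and 100% = cells given Gossypol at 36 µM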
# LRH-1 inv ag: suppresses constitutive activity of human LRH-1. inhibition, % at 3.6 µM. O00482. 360,000 compounds, 0.13% hits. HEK293T StAR-luciferase reporter, LRH-1 transfected, 24 h;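 active = inhibition above the mean inhibition of all tested compounds plus 3 SD, cut at about 73% in these data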;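 note: 0% = DMSO wells and 100% = reporter-only cells lacking LRH-1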
# MC4R antag cAMP: human MC4R antagonism in cAMP assay; P32245; 360,000 compounds, 0.48% hits; MC4R-expressing cells, MTII-stimulated cAMP, LANCE TR-FRET; inhibition, % at 6.5 µM; AID 540295;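 active = inhibition above its plate's cutoff, the mean of tested wells on that plate plus 3 SD, cut at about 29% in these data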;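 note: 0% = Melanotan II alone and 100% = Melanotan II plus saturating MCL0020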
#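 Material – human MC4R-expressing U2OS cells · Repeats – no replicates · Detection – TR-FRET with Eu-cAMP and labeled anti-cAMP, 671 nm · Times – compound 30 min, challenge 1 h, detection 1 h · Compound – single nominal compound dose of 6.5 µM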
# NR2F2 inh: NR2F2 (human) inhibition, primary screen; P24468; HEK293T NGFI-A luciferase reporter, luminescence; inhibition, % at 8.6 µM; 370,000 compounds, 0.7% hits;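 active = inhibition above a per-plate cutoff, mean inhibition of test wells between control levels plus 3 SD, cut at about 38% in these data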;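 note: cells cotransfected with COUP-TFII expression vector driving the NGFI-A reporter; 0% = median of COUP-TF2 test wells and 100% = reporter-only cells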
# NOD2 RIPK2 PPI: blocks binding of human NOD2 to RIPK2; O43353; CHO BLA complementation NOD2-RIPK2, CCF4 ratio; inhibition, % at 4.98 µM; 360,000 compounds, 0.38% hits; AID 624267; in the data active = inhibition above about 21%;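 note: 0% = vehicle only and 100% = reference blocker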
# TLR9-MyD88 inh: inhibitors of human TLR9-MyD88 binding. 340,000 compounds, 0.21% hits. CHO BLA complementation TLR9-MyD88, CCF4 FRET ratio. AID 504734. inhibition, % at 4.98 µM;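 active = inhibition above the mean over all tested compounds plus 3 SD, cut at about 21% in these data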;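 note: 0% = DMSO only wells and 100% = clavulanate BLA inhibitor control wells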
# SRC1 inh: inhibitors of human steroid receptor coactivator 1 (SRC1). HEK293 GAL4-SRC1 luciferase reporter, luminescence. Q15788. 360,000 compounds, 0.12% hits. inhibition, % at 3.6 µM;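 active = inhibition above the campaign mean plus 3 SD, with each screening campaign given its own cutoff, cut at about 60% in these data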;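 note: 0% = DMSO treated cells and 100% = gossypol at 36 µM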
# MC4R ag barr: activates human MC4R beta-arrestin recruitment; U2OS MC4R beta-arrestin complementation, luminescence; percent of melanotan II response, DMSO zero; activation, % at 8.9 µM; 360,000 compounds, 0.98% hits; AID 540308;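 active = activation above a per-plate cutoff, the mean activation of sample wells on that plate plus 3 SD, cut at about 8% in these data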
# EBV LMP1 NFkB: inhibitors of Epstein-Barr LMP1-induced NF-kappaB reporter; 350,000 compounds, 0.69% hits; AID 504558; LMP1-induced NF-kappaB luciferase reporter cells, luminescence; inhibition, % at 12.5 µM; in the data active = inhibition above about 41%;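 note: 0% = neutral control wells and 100% = reference inhibitor control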
# ABHD5 PLIN5 PPI: inhibitors of human ABHD5-perilipin-5 interaction; Q00G26+Q8WTS1; AID 602281; Split G. princeps luciferase complementation, luminescence, 4 h; 360,000 compounds, 0.78% hits; inhibition, % at 4 µM;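 active = inhibition above the mean inhibition across every tested compound plus 3 SD, cut at about 22% in these data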;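 note: 0% = DMSO only wells and the 100% control is not disclosed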
# Target sequence (Q00G26 whole entry, looked up): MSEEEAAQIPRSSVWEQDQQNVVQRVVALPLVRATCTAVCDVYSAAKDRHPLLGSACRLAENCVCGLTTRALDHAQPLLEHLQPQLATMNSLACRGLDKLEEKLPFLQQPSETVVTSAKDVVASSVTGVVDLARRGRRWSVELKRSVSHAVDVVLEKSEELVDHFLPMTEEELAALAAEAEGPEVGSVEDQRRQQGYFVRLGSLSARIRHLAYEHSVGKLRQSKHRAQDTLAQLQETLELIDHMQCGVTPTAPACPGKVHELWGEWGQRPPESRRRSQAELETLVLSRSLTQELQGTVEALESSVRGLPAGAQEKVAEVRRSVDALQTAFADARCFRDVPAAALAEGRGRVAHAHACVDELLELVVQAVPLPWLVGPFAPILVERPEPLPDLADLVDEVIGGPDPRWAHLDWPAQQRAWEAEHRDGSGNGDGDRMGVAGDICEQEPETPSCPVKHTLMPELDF
# Target sequence (Q8WTS1 whole entry, looked up): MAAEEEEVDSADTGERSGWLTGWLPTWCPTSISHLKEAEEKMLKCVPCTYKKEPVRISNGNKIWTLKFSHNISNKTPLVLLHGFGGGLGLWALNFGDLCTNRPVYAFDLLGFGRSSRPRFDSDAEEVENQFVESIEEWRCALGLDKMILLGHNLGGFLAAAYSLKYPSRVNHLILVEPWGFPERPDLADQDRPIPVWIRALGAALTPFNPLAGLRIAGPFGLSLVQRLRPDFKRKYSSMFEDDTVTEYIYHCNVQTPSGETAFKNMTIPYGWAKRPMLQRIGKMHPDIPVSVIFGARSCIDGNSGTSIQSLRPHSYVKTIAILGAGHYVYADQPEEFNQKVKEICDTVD
# * hit, by the source's call; nt = no result given. The list is partial. The share of hits here may be higher or lower than overall.
SMILES,SRC3 inh,NCOA2 inhibitor,LRH-1 inv ag,MC4R antag cAMP,NR2F2 inh,NOD2 RIPK2 PPI,TLR9-MyD88 inh,SRC1 inh,MC4R ag barr,EBV LMP1 NFkB,ABHD5 PLIN5 PPI
Cc1cc(C)c(NC(=O)/C(=C/c2ccco2)c2ccccc2)c(C)c1,9,-6,10,-1,-11,3,-3,6,-2.5,-12,2
COC(=O)c1ccccc1NC(=O)/C=N/O,8,-4,27,4,1,5,8,10,0.9,0,2
Cc1cc(N=Nc2ccc(Cl)cc2)cc(CN2CCOCC2)c1O,6,-1,1,7,-16,-11,3,5,-1.0,-12,8
COc1ccc(/C(=N\O)c2ncc(C(F)(F)F)cc2Cl)cc1,12,11,-13,12,0,7,-14,-9,3.7,0,-1
O=C(Nc1cccnc1)c1cnn2c(C(F)F)cc(C3CC3)nc12,-3,-4,11,-6,9,7,7,-7,-1.4,4,-14
CC(=O)N/C(=C\c1ccc(F)cc1)C(=O)NC(C(=O)O)C(C)C (configuration not stated),8,5,8,-1,-20,0,-30,-10,-0.2,4,-10
O=C1CSC(c2ccccc2)N1c1nc(-c2ccc(Cl)cc2Cl)cs1 (configuration not stated),2,nt,6,7,nt,2,0,12,-0.5,3,1
Cc1ccc(S(=O)(=O)NCCOCCNS(=O)(=O)c2ccc(C)cc2)cc1,-2,-12,-13,-7,6,-2,0,0,0.3,2,-5
Cc1cc(C)cc(-n2c(C)cc(C(=O)CSc3nnnn3C)c2C)c1,16,-8,-12,4,-3,-2,1,-18,-2.1,-9,-1
Cc1ccc(CN2CCC(n3nccc3NC(=O)CCOc3ccccc3)CC2)o1,12,-14,0,3,2,-6,1,-7,-1.9,5,4
O=C1CCCN1c1ncc(S(=O)(=O)c2ccc([N+](=O)[O-])cc2)s1,18,-13,6,9,10,6,6,3,-3.5,-6,-5
CCc1ccccc1NC(=O)CCS(=O)(=O)c1ccc(C)cc1,-6,9,4,6,17,0,-3,-4,-0.8,7,6
O=C1C2C(c3ccccc3)=NN(c3ccccc3)C2C(=O)N1c1ccccc1 (configuration not stated),14,18,10,14,15,0,-11,1,0.5,2,-2
CCOc1cc(CNCCO)ccc1OCC(=O)NC(C)(C)C,5,-12,4,-1,14,-5,nt,9,2.2,-3,-4
COc1cc(NC(=O)CSc2nnc3c(C)cc4cc(C)cc(C)c4n23)c(C(=O)O)cc1OC,-11,33,8,5,4,1,3,-4,0.3,5,-1
COCCn1c(SCC(=O)N2CCCC2=O)nnc1-c1ccncc1,13,-13,5,2,-14,-16,1,0,1.1,-3,0
O=C(CCN1C(=O)[C@@H]2Cc3ccccc3CN2C1=O)NCCc1ccccc1,9,7,4,1,0,-1,-4,4,1.1,-7,3
CNC(=S)N/N=C/c1cc(C)ccc1C,-2,-8,-5,-2,-4,-9,4,-10,-2.8,6,3
O=C(Nc1cccc2ncccc12)C(Cl)(Cl)Cl,13,nt,17,5,nt,-2,-2,3,-3.4,-3,1
Cc1cc(C)cc(NC(=O)c2cccc(NC(=O)c3ccco3)c2)c1,15,-12,-2,14,-8,0,-5,-25,1.2,6,-3
C[C@H](CO)N1C[C@H](C)[C@@H](CN(C)Cc2ccc(C(F)(F)F)cc2)OCc2cnnn2CCCC1=O,12,-1,15,-1,-7,-1,6,17,-0.6,1,10
COC(=O)[C@@](C)(O)C1(C(=O)SC(C)(C)C)CC1,8,18,-8,5,20,4,-7,1,-1.9,18,8
N#Cc1cccc(CS(=O)(=O)c2ccc(Cl)cc2)c1,-4,-28,-3,1,-13,-5,6,-29,-0.9,10,-1
CC1(C(=O)NS(=O)(=O)C2CC2)CCCN(C(=O)c2cccc(C(F)(F)F)c2)C1 (configuration not stated),4,5,-10,4,-18,-1,nt,20,0.4,nt,7
O=C(Nc1ccc(Cl)cn1)c1cc(S(=O)(=O)N2CCCCC2)ccc1Cl,0,-8,1,7,12,0,-7,-15,3.7,3,1
SMILES,SRC3 inh,NCOA2 inhibitor,LRH-1 inv ag,MC4R antag cAMP,NR2F2 inh,NOD2 RIPK2 PPI,TLR9-MyD88 inh,SRC1 inh,MC4R ag barr,EBV LMP1 NFkB,ABHD5 PLIN5 PPI
O=C(Nc1nnc(S(=O)(=O)N2CCCCC2)s1)c1ccccc1Br,6,12,8,6,-13,-8,8,-16,-0.5,4,-8
CC1CCC(NC(=O)CCN2C(=O)C3C4C=CC(C4)C3C2=O)CC1 (configuration not stated),-4,-32,5,18,-7,-8,0,-11,0.4,4,1
O=c1c2c([nH]c3ccccc13)CCC2,14,-18,4,4,-23,12,-9,-4,-1.1,-4,-1
COc1ccc(C(C)=O)cc1Cn1c(C)c(C(=O)NCc2cccc(C)c2)sc1=O,2,-13,-11,16,-9,-3,nt,-7,0.5,nt,-6
Cc1ccc(OCC(=O)N2CCN(C3=NS(=O)(=O)c4ccccc43)CC2)cc1,3,16,6,-1,13,-3,-2,5,-0.8,1,-4
COc1ccc(-c2nn(C)c3sc(C(=O)NCc4ccco4)cc23)cc1OC,6,15,6,16,10,-6,-3,9,6.6,0,3
Cc1cccc(/C=C(\C(=O)O)c2ccc(S(=O)(=O)N3CCCC3)s2)c1,9,-26,16,-6,-23,-8,-5,-10,0.7,24,5
CN(C(=O)c1cnccn1)c1nnc(-c2cnccn2)s1,4,-5,-19,8,-5,-4,-5,-13,-1.1,3,0
O=C(c1ccccc1)c1cc(-c2ccccc2)on1,-97,-41,-137,3,-22,-11,-21,-117,5.4,-28,-12
O=C(Nc1nnc(SCc2ccccc2)s1)c1cc2c(s1)CCCC2,-18,-38,-14,-3,-16,-15,0,-23,20*,-7,-3
Clc1cccc(OCCOCCN2CCNCC2)c1Cl,22,-7,-9,2,18,-4,nt,16,1.3,nt,4
O=C(CNC(=O)OCc1ccccc1)NCC(=O)N1CCCC1C(=O)OCc1ccccc1 (configuration not stated),9,-4,7,12,-2,-5,6,5,1.3,0,-3
Cc1cc(OCc2nc(-c3cccs3)no2)cc(C)c1Cl,-18,8,-3,1,10,-14,6,-9,1.2,-12,-7
COc1ccc(N(CC(=O)NCc2ccco2)S(C)(=O)=O)cc1,-11,-14,-21,17,-18,-4,-1,-30,-0.2,-1,-5
COc1ccc(-c2cc(C(=O)N/N=C/c3cccnc3)c3ccccc3n2)c(OC)c1,15,-4,12,0,-21,-14,-7,-30,-1.9,1,7
Cc1nc(Cc2nnc(SCC(=O)N3CCN(c4ccc(O)cc4)CC3)o2)cs1,8,2,-3,11,11,3,-5,13,0.8,-13,6
O=S(=O)(NCCc1ccncc1)c1ccc(Br)cc1,16,9,13,0,10,-6,-2,9,-0.2,-5,-4
CC1CN(C(C)C(=O)NNC(=O)c2ccc(F)cc2)CC(C)O1 (configuration not stated),-7,6,-13,5,-8,-1,5,5,-2.4,-9,1
O=C(NCc1ccccc1)C1CCCN1S(=O)(=O)c1cccc2cccnc12 (configuration not stated),3,-6,-11,-3,-1,-7,0,-6,1.4,7,1
CCOC(=O)C1=C(COC(=O)c2cccc(Br)c2)NC(=O)NC1C (configuration not stated),13,-19,-1,7,-13,3,2,-2,-2.3,6,-7
COC(=O)c1cc(Br)c(=O)n(CCN(C(C)C)C(C)C)c1,14,-17,-10,9,6,2,2,-7,-0.6,-8,-2
Cc1cc(NC(=O)CS(=O)(=O)c2cn(Cc3cccc(Cl)c3)c3ccccc23)no1,-1,-9,-3,9,32,-9,nt,9,-1.0,nt,0
Cc1cc(N2CCN(C)CC2)nc2ccc(NC(=O)CCC(=O)NCCC(C)C)cc12,6,-12,-13,8,-6,2,4,7,-0.1,-5,1
O=C(COc1ccc(Br)cc1)Nc1nnc(C2CC2)s1,2,-3,-2,8,-5,-5,0,1,-0.2,6,-15
CCn1c(SCC(=O)N2CCCC2)nnc1-c1ccc(N)cc1,0,-10,-10,4,1,3,-4,4,1.3,-3,-3
CN(C)C(CNS(=O)(=O)c1ccc(Cl)cc1)c1cccnc1 (configuration not stated),4,10,-3,17,-14,-3,-7,-20,0.1,-2,-6
O=C(CN1CCN(Cc2ccccc2)CC1)N1CCCc2c1c(=O)oc1ccc(O)cc21,0,2,7,-4,-13,4,7,-13,2.2,-16,4
CCN(CC)C(=O)c1ccccc1NC(=O)CN1C(=O)c2ccccc2C1=O,-11,-1,5,9,-22,-5,9,-11,-2.9,-3,-5

# Reformatted with values under each structure: 13 of the compounds above.
# Below each compound: SRC3 inh | NCOA2 inhibitor | LRH-1 inv ag | MC4R antag cAMP | NR2F2 inh | NOD2 RIPK2 PPI | TLR9-MyD88 inh | SRC1 inh | MC4R ag barr | EBV LMP1 NFkB | ABHD5 PLIN5 PPI
O=C(Nc1nnc(S(=O)(=O)N2CCCCC2)s1)c1ccccc1Br
→ 6 | 12 | 8 | 6 | -13 | -8 | 8 | -16 | -0.5 | 4 | -8
CC1CCC(NC(=O)CCN2C(=O)C3C4C=CC(C4)C3C2=O)CC1 (configuration not stated)
→ -4 | -32 | 5 | 18 | -7 | -8 | 0 | -11 | 0.4 | 4 | 1
O=c1c2c([nH]c3ccccc13)CCC2
→ 14 | -18 | 4 | 4 | -23 | 12 | -9 | -4 | -1.1 | -4 | -1
COc1ccc(C(C)=O)cc1Cn1c(C)c(C(=O)NCc2cccc(C)c2)sc1=O
→ 2 | -13 | -11 | 16 | -9 | -3 | nt | -7 | 0.5 | nt | -6
Cc1ccc(OCC(=O)N2CCN(C3=NS(=O)(=O)c4ccccc43)CC2)cc1
→ 3 | 16 | 6 | -1 | 13 | -3 | -2 | 5 | -0.8 | 1 | -4
COc1ccc(-c2nn(C)c3sc(C(=O)NCc4ccco4)cc23)cc1OC
→ 6 | 15 | 6 | 16 | 10 | -6 | -3 | 9 | 6.6 | 0 | 3
Cc1cccc(/C=C(\C(=O)O)c2ccc(S(=O)(=O)N3CCCC3)s2)c1
→ 9 | -26 | 16 | -6 | -23 | -8 | -5 | -10 | 0.7 | 24 | 5
CN(C(=O)c1cnccn1)c1nnc(-c2cnccn2)s1
→ 4 | -5 | -19 | 8 | -5 | -4 | -5 | -13 | -1.1 | 3 | 0
O=C(c1ccccc1)c1cc(-c2ccccc2)on1
→ -97 | -41 | -137 | 3 | -22 | -11 | -21 | -117 | 5.4 | -28 | -12
O=C(Nc1nnc(SCc2ccccc2)s1)c1cc2c(s1)CCCC2
→ -18 | -38 | -14 | -3 | -16 | -15 | 0 | -23 | 20* | -7 | -3
Clc1cccc(OCCOCCN2CCNCC2)c1Cl
→ 22 | -7 | -9 | 2 | 18 | -4 | nt | 16 | 1.3 | nt | 4
O=C(CNC(=O)OCc1ccccc1)NCC(=O)N1CCCC1C(=O)OCc1ccccc1 (configuration not stated)
→ 9 | -4 | 7 | 12 | -2 | -5 | 6 | 5 | 1.3 | 0 | -3
Cc1cc(OCc2nc(-c3cccs3)no2)cc(C)c1Cl
→ -18 | 8 | -3 | 1 | 10 | -14 | 6 | -9 | 1.2 | -12 | -7

# Screening data from PubChem BioAssay.
